mcGAS RapidFire: mouse cGAS inhibition by mass spec; Q8C6L5; recombinant mouse cGAS, cGAMP by RapidFire MS; inhibition, % at 12.5 µM; hit rate 0.18% among 130,000; AID 1259397;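 active means inhibition of cGAS enzyme activity at or above 60%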;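 further: enzyme stimulated by 45 bp dsDNA with ATP and GTP substrates; cGAMP share of summed cGAMP plus half ATP and half GTP signals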
Target sequence (Q8C6L5 whole entry, looked up): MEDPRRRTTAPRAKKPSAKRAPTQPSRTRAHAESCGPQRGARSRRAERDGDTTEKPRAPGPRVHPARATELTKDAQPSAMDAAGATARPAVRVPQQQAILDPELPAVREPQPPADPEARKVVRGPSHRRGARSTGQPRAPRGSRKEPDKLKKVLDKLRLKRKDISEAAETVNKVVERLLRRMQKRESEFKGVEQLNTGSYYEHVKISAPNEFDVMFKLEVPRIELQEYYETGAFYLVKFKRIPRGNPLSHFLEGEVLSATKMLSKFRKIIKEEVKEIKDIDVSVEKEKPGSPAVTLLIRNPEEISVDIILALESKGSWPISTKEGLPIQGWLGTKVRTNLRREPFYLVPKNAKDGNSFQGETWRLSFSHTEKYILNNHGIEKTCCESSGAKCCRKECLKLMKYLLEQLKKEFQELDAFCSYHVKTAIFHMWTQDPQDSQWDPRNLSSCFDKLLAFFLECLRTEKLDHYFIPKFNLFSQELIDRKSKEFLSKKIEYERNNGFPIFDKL
An asterisk follows results filed as active; & = joins results of further samples. This is a subset (hit frequency here may not be typical).

Start of the data: the first 4 entries, ahead of the listing:
SMILES	mcGAS RapidFire
O=C(O)C1Sc2[nH]c(=O)sc2C2c3ccccc3OC(=O)C12 (stereo not drawn)	-3.0
COC1CCCCC1Nc1ccc(C)c(C)c1 (stereo not drawn)	-5.6
C=CCN(Cc1cccc(OC)c1)C(=O)c1ccc2[nH]ccc2c1	-12.6
Cc1c(C(=O)N(C)C(C)C2CC2)cnn1-c1ccc(Br)cc1 (stereo not drawn)	-4.7

The listing, repeating the preview:
SMILES	mcGAS RapidFire
O=C(O)C1Sc2[nH]c(=O)sc2C2c3ccccc3OC(=O)C12 (stereo not drawn)	-3.0
COC1CCCCC1Nc1ccc(C)c(C)c1 (stereo not drawn)	-5.6
C=CCN(Cc1cccc(OC)c1)C(=O)c1ccc2[nH]ccc2c1	-12.6
Cc1c(C(=O)N(C)C(C)C2CC2)cnn1-c1ccc(Br)cc1 (stereo not drawn)	-4.7
CCCC(=O)N1CCCC1(C)C(=O)Nc1ccc2nc(C)ccc2c1 (stereo not drawn)	12.5
CCCCN(C)C(=O)c1sc(=O)n(Cc2ccccc2)c1C	-4.2
CN(Cc1ccccc1F)C(=O)C1CC=CCC1 (stereo not drawn)	0.8
O=[N+]([O-])c1c(N2CCN(CCO)CC2)ccc2nonc12	1.8
Cc1cccc(-c2cnc(C3CCCN3C(=O)c3cnc(C)cn3)[nH]2)c1 (stereo not drawn)	-5.9
COc1cccc(OC)c1OCCOc1ccc([N+](=O)[O-])cc1	-5.2
CC(=O)Nc1cccc(NC(=O)C(=O)NCCc2ccc3c(c2)CCCN3C)c1	3.3
Cc1c(CN(C)Cc2ccc(C#CC(C)(C)O)s2)cnn1C	-37.9
CC(c1ccc2c(c1)OCCO2)N(C)C(=O)c1cn(C2CCCCC2)nn1 (stereo not drawn)	-7.2
Cc1cc(C)nc(-n2nc(C)c(C3(O)C(=O)Nc4ccc(F)cc43)c2N)n1 (stereo not drawn)	0.0
CC(C)CCn1c(N2CCN(c3ccccc3)CC2)nc2c1c(=O)n(C)c(=O)n2C	-3.7
O=C1CCC(C(=O)N2CCCCO2)CN1Cc1ccccn1 (stereo not drawn)	-5.2
CN1CCC=C(c2noc(CN(C)C(=O)c3ccnc(Cl)c3)n2)C1	-10.4
O=c1c2cnc3nc(-c4ccccc4)nn3c2ccn1Cc1ccccn1	-8.1
O=c1[nH]c(CN2CCN(Cc3ccccn3)CC2)nc2ccsc12	1.3
C=C(C)Cn1c(=O)c2c(nc3n(CCC)c(C)c(C)n23)n(C)c1=O	-3.9
O=C(c1scc2c1CCCC2)N1CCCC(CO)(Cc2cccc(Cl)c2)C1 (stereo not drawn)	-6.6
COc1ccc(N2CC(CNC(=O)c3cccs3)OC2=O)cc1 (stereo not drawn)	-17.2
Fc1cccc(N2CC3ON=C(c4c(F)cccc4Cl)C3C2)c1 (stereo not drawn)	9.3
CNC(=S)N/N=C(\C)c1ccc([N+](=O)[O-])cc1	-45.1
CC(C)n1cc2cc(NC(=O)c3ccn(C)c(=O)c3)ccc2n1	-7.3
Clc1cc(Cl)c(OCc2cn3cccnc3n2)c(Cl)c1	-8.5
Brc1ccc(C2CC(c3cccc(Br)c3)=Nc3nnnn32)cc1 (stereo not drawn)	-7.2
COc1cccc(-c2nsc(NC(=O)CC(F)(F)F)n2)c1	36.3
Cc1nc(-c2ccc(NC(=O)Nc3c(C)nn(C(C)C)c3C)cc2)cc(=O)[nH]1	3.3
COC(=O)c1ccc(C(=O)Nc2nc3c(s2)CCCC3)cc1	-5.7
Cc1ccc(CCNC(=O)c2cc(CN3CCOCC3)on2)s1	-3.3
CCN(CC(=O)NC(=O)NCc1ccccc1)Cc1ccc(OC)c(F)c1	-0.2
C=C(C)Cn1c(=O)c2c(nc3n2CC(C)=NN3CC(N)=O)n(C)c1=O	-1.2
CC(=O)N1CCC(Oc2ccc(Cl)cc2C(=O)N2CCC[C@H]2CO)CC1	-5.6
Cc1cccc2nc(CNc3ccc(-c4nc(C5CC5)no4)cn3)cn12	-8.1
COc1ccc(Nc2ccc([N+](=O)[O-])cn2)cc1	-21.6
CC(=O)N1CCN(C(=S)c2ccc(C(C)(C)C)cc2)CC1	-8.6
Cc1noc(C)c1CC(=O)Nc1cccc(CN2CCCCC2)c1	-10.0
CCc1cc(N2CCN(CC(=O)N3CCCC3)CC2)nc(N2CCOCC2)n1	-5.6
CC1(C(=O)NS(=O)(=O)c2cccc(Cl)c2)CCN1C(=O)c1ccccc1 (stereo not drawn)	-3.4
O=C1NCC2(CCCN(c3nc(-c4ccccc4)nc4ccccc34)CC2)O1 (stereo not drawn)	6.5
CCN(CC(=O)NC(C)C)C(=O)c1ccc(SC(F)(F)F)cc1	-5.4
O=C(COC(=O)C1CC2CCCC(C1)C2=O)NC1CCCCC1 (stereo not drawn)	-9.7
CSCc1ccc(C(=O)NCc2ccc(F)cc2)o1	10.0
CCCCc1nnc(SCCSc2nnc(CCCC)n2N)n1N	2.6
Fc1cccc(-n2cc[nH]c2=S)c1	-8.0
Cc1sc2nc(C3CC3)nc(N3CCNCC3)c2c1C	-1.3
O=C(c1ccc2c(c1)OCO2)N1CCN(c2nccs2)CC1	-8.3
Cc1c(NCC(C)(C)C)cccc1C(=O)N(C)C	-1.6
COC(=O)c1c(C)[nH]c(C(=O)COC(=O)c2ccc(F)c(F)c2)c1C	-8.1
Cc1c(-c2cccc(NC(=O)Nc3ccc(Cl)cc3)c2)nc2ncccn12	5.9
CC1(C)CC(=O)c2cc3c(N)c(C(=O)Nc4ccc(Oc5ccccc5)cc4)sc3nc2C1	3.4
CCCN(Cc1ccncc1)Cc1ccc(SC)cc1	-19.6
CCC(Nc1nc(-c2ccncc2)nc2c1CCNC2)c1ccc(OC)cc1 (stereo not drawn)	-3.7
CN(C(=O)c1oc2ccccc2c1CSC1CCCCC1)C1CCS(=O)(=O)C1 (stereo not drawn)	-0.8
COc1ccc(S(=O)(=O)n2nnc3ccccc32)cc1OC	-1.2
NC(=O)C1Cc2ccccc2N1 (stereo not drawn)	0.2
Cc1cc(=O)[nH]c(-n2nc(-c3cccs3)cc2NC(=O)c2ccco2)n1	4.2
O=C(Cn1cnc2sc3c(c2c1=O)CCC3)c1ccccc1	10.2
Fc1ccc(-c2csc3nc[nH]c(=S)c23)cc1	-1.3

Additional results:
SMILES	mcGAS RapidFire
CCOC(=O)N1CCN(C2CCCN(C(=O)/C=C/c3cnn(C)c3)C2)CC1 (stereo not drawn)	-6.1
Cn1ccc2c(NC(=O)N3CCN(C(=O)C(C)(C)C)CC3)cccc21	3.9
NC(=O)c1c(NCC(=O)NCc2ccc(F)cc2)sc2c1CCCC2	-5.1
Cc1cccc(Oc2ccc(NC(=O)c3cc[nH]c(=O)c3)cn2)c1C	-6.6
NC(=O)CSc1nnc(C2CC2)n1C1CC1	0.9
CCC(CC)n1nc(C)cc1NC(=O)c1ccncc1F	-9.2
CCOc1cc(CNc2nn[nH]n2)cc(Br)c1OCc1ccccc1	-18.5
CCCNC(=O)c1cc(=O)c(OCc2ccc(F)cc2)c[nH]1	-2.6
COc1cccc(OCc2ccccc2)c1C(=O)NCc1cccnc1	-7.5
CC(C)N1CCCC(C)(C(=O)Nc2ccc(OC(F)F)cc2)C1 (stereo not drawn)	-8.4
COc1cccc(OC)c1C(=O)N1CCN(C(C(=O)NCc2cccc(F)c2)C2CCCC2)CC1 (stereo not drawn)	-7.1
CC1CCC2(CC1)NC(=O)N(CN1CCN(Cc3nc4ccccc4s3)CC1)C2=O (stereo not drawn)	-6.5
CN(C)CCOC(=O)COc1ccc(Cl)cc1	2.8&4.4
CCOC(=O)Cc1c(C)nc(Cc2ccc(OC(C)C)cc2)[nH]c1=O	-11.5
C=CCN(Cc1cccs1)C(=O)c1cc(Cl)c[nH]1	1.9
CCN1CCC(=NN2CCOCC2)CC1	-1.0
COc1ccc(NC(=O)c2sc(=O)n(Cc3ccc(OC(C)=O)cc3)c2C)cc1	-1.3
O=C(c1ccc(N2CCOC(c3ccc(Cl)cc3)C2)nc1)N1CCCC1 (stereo not drawn)	-18.8
O=C(NCCOc1ccccc1F)C(=O)N1CCCC1	-10.6
CCCCC(=O)Nc1cccc(C(=O)N2[C@@H]3CC[C@H]2CNC(=O)C3)c1	-20.3
Clc1ccc(OCCCc2nc(-c3ccncc3)no2)c(Cl)c1	-1.7
N#Cc1ccc(OCc2coc(-c3cccs3)n2)cc1	-29.4
CC1(C(=O)Nc2cccc(Oc3ccccc3)c2)CCN1Cc1ccccc1Cl (stereo not drawn)	-10.9
CNc1ccc(-c2cccc(C#N)c2)cn1	-1.5
O=C(NCC1CCCO1)c1ccc(N2C(=O)C3CC=CCC3C2=O)cc1 (stereo not drawn)	0.1
CCN(C(=O)C1CCN(S(=O)(=O)c2ccc(C)c(C)c2)CC1)c1ccc(F)cc1	-6.3
COc1ccc(C(=O)N(C)C2CCCN(Cc3ccccc3F)C2)c(OC)n1 (stereo not drawn)	-2.5
CCn1c(C2CCNCC2)nn(Cc2ncccn2)c1=O	-8.9
CC(C)n1c(CN2CCCN3CCC[C@H]3C2)nc2ccccc21	3.1
O=c1nc(NCCO)ccn1-c1nc(-c2ccccc2)oc1-c1ccccc1	-1.5
CC(C)Oc1ccccc1CC(=O)Nc1cccc(COCC2CC2)c1	-6.4
Cn1nccc1C(=O)NC(C)(C)c1ccc(Cl)c(Cl)c1	-13.6
CC(C)c1ccc(C2(C)NC(=O)N(CC(=O)Nc3ccc(C(N)=O)cc3)C2=O)cc1 (stereo not drawn)	-8.4
Cc1cc(C(=O)Nc2cc(F)ccc2C)on1	-4.8
N=C1/C(=C/c2cccs2)C(=O)N=C2SC(c3ccccc3)=NN12	44.6
O=S(=O)(c1ccc(Br)s1)N1CCOCC1	-8.4&13.0
CC(OC(=O)c1ccccc1F)C(=O)NC12CC3CC(CC(C3)C1)C2 (stereo not drawn)	-2.7
CN(NC(=O)c1ccc(OC(CCN2CCOCC2)c2cccs2)cc1)c1ccccc1 (stereo not drawn)	-8.4
Cc1ccoc1C(=O)NCCSc1cn[nH]n1	-4.2
C=CCn1c(N2CCN(Cc3c(Cl)cccc3Cl)CC2)nc2c1c(=O)[nH]c(=O)n2C	1.2
O=C(c1cc(=O)[nH]c2cc(F)ccc12)N1CCCC(N2CCCC2)C1 (stereo not drawn)	-11.9
COc1ccc(C(=O)N2CCC3(CCNC3=O)CC2)c(OC)n1	-2.8
Cc1ccc(OCCNC(=O)c2ccc(C)c(NC(=O)C3CC3)c2)cc1C	-6.4
CNc1ccc(-c2cccc(CO)c2)cn1	-5.6
COC(=O)c1cc(-c2ccc(OC)cc2OC)nc2c1c(C)nn2C1CCS(=O)(=O)C1 (stereo not drawn)	-3.8
Cc1ccccc1C(c1ncccc1C)N(C)C(=O)C1CCN(Cc2ccccn2)CC1 (stereo not drawn)	0.5
O=S(=O)(NCCCN1CCOCC1)c1cc(Br)c(Br)s1	-1.2
Cc1ccc(Nc2cc(C)nc(N3CCN(C(=O)CC(C)C)CC3)n2)cc1	-7.1
Cc1cc2c(=O)[nH]c(CSCC(=O)Nc3nnc(C4CCCO4)s3)nc2s1 (stereo not drawn)	-0.6
COc1ccc(Cn2ccc3c(nnc4c(-c5ccccc5)cnn43)c2=O)cc1OC	-3.4
COc1cccc(NC(=O)NC(c2nnc3n2CCNCC3)C(C)C)c1 (stereo not drawn)	-9.8
O=C(Nc1cnc2n1CCCC2)c1ccccc1-n1cncn1	-32.0
Cc1nc(C)c(C(C)NC(=O)NC2CCCC(C)C2)s1 (stereo not drawn)	-5.7
CCn1ccc(C(=O)N(Cc2ccccn2)c2nc3c(C)c(Cl)ccc3s2)n1	2.9
CC(C)(C)NC(=O)CSc1nnnn1C(C)(C)C	-24.9
CC1(C(=O)NCCCc2ccco2)CCCCO1 (stereo not drawn)	-12.3
C=CCC1(/C=C/C)CCCCN1 (stereo not drawn)	-7.3
CCN(CC(=O)NC(C)(C)C)CC(=O)N1CCN(S(=O)(=O)c2ccc(F)c(Cl)c2)CC1	-7.2
CC(=O)NCc1ccc(C(=O)N2CCCc3c(F)ccc(C)c32)cc1	-9.4
Cc1ccccc1NS(=O)(=O)c1ccc(C(=O)NCC(C)(C)N2CCCCC2)cc1	-4.7

Four entries from above, with each value named:
Cc1ccccc1C(c1ncccc1C)N(C)C(=O)C1CCN(Cc2ccccn2)CC1 (stereo not drawn)
  mcGAS RapidFire = 0.5

O=S(=O)(NCCCN1CCOCC1)c1cc(Br)c(Br)s1
  mcGAS RapidFire = -1.2

Cc1ccc(Nc2cc(C)nc(N3CCN(C(=O)CC(C)C)CC3)n2)cc1
  mcGAS RapidFire = -7.1

Cc1cc2c(=O)[nH]c(CSCC(=O)Nc3nnc(C4CCCO4)s3)nc2s1 (stereo not drawn)
  mcGAS RapidFire = -0.6

Going on with the list:
SMILES	mcGAS RapidFire
CC(C)CCn1c(SCC#N)nc2nccnc2c1=O	0.8
O=C(Cc1csc(-c2cccs2)n1)Nc1ccc2c(c1)CCC2	2.3
Cc1noc(C)c1C(=O)N1CCC1(C)C(=O)NS(=O)(=O)c1ccccc1C(F)(F)F (stereo not drawn)	-8.5
O=C(COc1ccc(C2CC(c3ccccc3)=NN2C(=O)c2cccs2)cc1)N1CCCCC1 (stereo not drawn)	4.1
Cc1ccc(NC(=O)CC(=O)NCCCc2nc3ccc(C)cc3o2)cc1	-14.9
Cc1cnc(CNS(=O)(=O)NCc2ccccc2)cn1	-22.1
NC(=O)c1c(F)cccc1-c1cccc2cnccc12	-5.3
Cc1cccc(CSC(C)C(=O)NCCc2ccccc2)c1 (stereo not drawn)	-1.1
CCc1c(C)nn(CCNC(=O)C2CCCN(Cc3ccco3)C2)c1C (stereo not drawn)	-5.6
O=c1c2c3c(sc2ncn1C1Cc2ccccc2C1)CC(NCc1cc(F)c(F)c(F)c1)CC3 (stereo not drawn)	2.9
COCCn1cc(NC(=O)NCCC2=CCCCC2)c2ccccc21	-1.6
COc1ccc(C)cc1S(=O)(=O)NCCNc1ccc(Nc2cccc(C)n2)nn1	-6.2
CC(C)Cn1c(CN(C)Cc2ccc(F)cc2)cnc1S(C)(=O)=O	-2.0
CCCCCn1c(=NC(C)=O)c(C(=O)OCC)cc2c(=O)n3cccc(C)c3nc21	-4.2
O=C(N=Nc1c(O)[nH]c2ccc(Br)cc12)c1ccncc1	-2.4
COc1cccc(F)c1-c1nc2c(C)cccc2cc1CO	-14.9

Screening results deposited in PubChem by Fisher Drug Discovery Resource Center.
